Screening results (PubChem BioAssay)
mcGAS lum – cyclic GMP-AMP synthase inhibitors, mouse, primary biochemical chemiluminescence; AID 1259399, 2018; Q8C6L5; inhibition, % at 12.5 µM; recombinant cGAS, Kinase-Glo ATP depletion luminescence; 0.15% of 160,000 active;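 note: 0% = negative control wells and 100% = reference inhibitor with no enzyme activity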
NPYLR7 ag – agonists of mosquito NPYLR7 receptor, primary screen, cell-based, Aedes aegypti, calcium fluorescence, mosquito biting behavior. 0.15% of 270,000 active. HEK293T NPYLR7/Galpha15, GCaMP6s calcium fluorescence. activation, % at 10 µM; in the data active = activation above about 40%;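 note: 0% = vehicle and 100% = reference agonist at the receptor; some compounds past the cut are filed as inactive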
hcGAS lum – Primary biochemical luminescence assay for human cyclic GMP-AMP synthase inhibitors; Q8N884; recombinant h-cGAS, ATP depletion, Kinase-Glo luminescence; inhibition, % at 12.5 µM; 0.081% of 290,000 active;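 note: 0% = vehicle reaction and 100% = reaction without DNA for no activity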
Target sequence (Q8N884 whole entry, looked up): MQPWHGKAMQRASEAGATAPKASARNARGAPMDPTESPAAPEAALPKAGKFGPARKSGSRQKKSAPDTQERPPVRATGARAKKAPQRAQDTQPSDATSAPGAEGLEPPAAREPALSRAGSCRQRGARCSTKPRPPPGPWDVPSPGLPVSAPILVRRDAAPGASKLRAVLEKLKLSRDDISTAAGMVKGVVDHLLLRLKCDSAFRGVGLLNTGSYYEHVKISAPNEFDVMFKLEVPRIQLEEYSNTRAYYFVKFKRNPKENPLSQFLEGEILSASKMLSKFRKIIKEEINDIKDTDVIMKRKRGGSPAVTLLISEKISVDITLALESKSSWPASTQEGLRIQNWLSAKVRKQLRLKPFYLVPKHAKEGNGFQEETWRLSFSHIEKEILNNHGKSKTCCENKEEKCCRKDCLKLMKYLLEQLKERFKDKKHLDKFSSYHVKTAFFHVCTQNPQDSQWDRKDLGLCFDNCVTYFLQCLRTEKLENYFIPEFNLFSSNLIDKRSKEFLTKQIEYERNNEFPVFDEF
The depositor's hits bear a star; / = no result given; & = joins results of further samples. Cut-off read from the data, not from the text of the source, unless noted: active = inhibition above about 40%; inactive = the rest.

| SMILES | mcGAS lum | NPYLR7 ag | hcGAS lum |
| --- | --- | --- | --- |
| CC(=O)OCC(=O)N1CCC(Cc2ccc(-n3cccc3)cc2)CC1 | -5 | 0 | -2 |
| Cc1cc2c(=O)n(C)c(SCC(=O)c3cccs3)nc2s1 | / | -8 | -9 |
| O=C(NC1CC2CCC(C1)N2Cc1ccc2c(c1)OCO2)c1ccc(C(F)(F)F)c(F)c1 (stereo not given) | -7 | 6 | -7 |
| Cc1cc(N=c2c([N+](=O)[O-])nn(-c3ccc4c(c3)OCCO4)n2O)ccc1Br | -5 | -8 | -1 |
| CC(NC(=O)c1ccsc1)c1ccc(S(C)(=O)=O)c(F)c1 (stereo not given) | / | 5&-1 | -3&-9 |
| CCN(CC1CCN(C(=O)Cc2ccc(F)cc2)CC1)C(=O)OC(C)(C)C | / | 0 | -3 |
| O=C(COc1ccccc1Br)N1CCCCC1 | / | -7 | 3 |
| CCOc1ncc(C(=O)N2CC(C)C(N(C)C)C2)cc1Cl (stereo not given) | / | 1 | -13 |
| CCOc1ccc(-c2c(=O)n(OCC)c3ccccc3[n+]2[O-])cc1 | / | 11 | -8 |
| CCCN(CC(=O)N(Cc1ccco1)Cc1cccn1C)C(=O)C(c1ccccc1)c1ccccc1 | -7 | / | -11 |
| CC(C)(C)c1ncc2c(n1)CN(C(=O)CCc1cc(Cl)no1)C2 | -12 | 33 | -4 |
| CCCCCc1ccc(C(=O)Nc2nnc(SC(CC)C(=O)OCC)s2)cc1 (stereo not given) | -4 | 24 | -7 |
| Cn1nnc2c(=O)n(Cc3cccc4ccccc34)cnc21 | / | -1 | -7 |
| CCc1[nH]c(C(=O)Nc2nc3c(s2)CN(C)CC3)c(C)c1C(=O)OC | / | 11 | -8 |
| CCOc1ccc(CN(Cc2ccc(F)cc2)Cc2nc(C(=O)NCC3CCCO3)co2)cc1 (stereo not given) | -5 | 18 | -4 |
| Cc1sc(NS(=O)(=O)c2ccccc2)nc1C(=O)NCC(O)c1ccccc1 (stereo not given) | / | 2 | -6 |
| O=C(NCc1ccc(Br)s1)c1cccc(Nc2ncccn2)c1 | / | 10 | -6 |
| Cc1ccc2c(c1)c(C(=O)NC1CC(=O)N(Cc3ccc(F)cc3)C1)nn2C (stereo not given) | / | 6 | -6 |
| COc1cccc(-c2nnc3ccc(OCCNC(=O)Nc4ccc(F)c(F)c4)nn23)c1 | -9 | -1 | -7 |
| CC(N)=C(C#N)C(=O)COC(=O)Cn1cc(C(F)(F)F)ccc1=O | / | -8 | -8 |

Shown with each value named: entries from further up
CCOc1ccc(CN(Cc2ccc(F)cc2)Cc2nc(C(=O)NCC3CCCO3)co2)cc1 (stereo not given)
  mcGAS lum: -5
  NPYLR7 ag: 18
  hcGAS lum: -4
Cc1sc(NS(=O)(=O)c2ccccc2)nc1C(=O)NCC(O)c1ccccc1 (stereo not given)
  mcGAS lum: /
  NPYLR7 ag: 2
  hcGAS lum: -6
O=C(NCc1ccc(Br)s1)c1cccc(Nc2ncccn2)c1
  mcGAS lum: /
  NPYLR7 ag: 10
  hcGAS lum: -6
Cc1ccc2c(c1)c(C(=O)NC1CC(=O)N(Cc3ccc(F)cc3)C1)nn2C (stereo not given)
  mcGAS lum: /
  NPYLR7 ag: 6
  hcGAS lum: -6

The listing picks up with the two entries that preceded the break.
| SMILES | mcGAS lum | NPYLR7 ag | hcGAS lum |
| --- | --- | --- | --- |
| COc1cccc(-c2nnc3ccc(OCCNC(=O)Nc4ccc(F)c(F)c4)nn23)c1 | -9 | -1 | -7 |
| CC(N)=C(C#N)C(=O)COC(=O)Cn1cc(C(F)(F)F)ccc1=O | / | -8 | -8 |
| COc1ccccc1NC(=O)Cn1c(-c2nnc(C(C)C)o2)cc2ccccc21 | -1 | -5 | -3 |
| CC1(C)C2([N+](=O)[O-])CN3CC1([N+](=O)[O-])CN(C2)C3c1ccc(F)cc1 (stereo not given) | -2 | 23 | 4 |
| COc1ccc(Br)cc1CN(C)C(C)C(=O)N(C)c1ccccc1 (stereo not given) | / | 9 | -6 |
| CC(C)c1nc(CN(C)C(=O)c2cnn3ccn(C)c23)cs1 | / | -2 | -4 |
| COC(=O)Cn1c(Br)nc2c1c(=O)[nH]c(=O)n2C | / | 2 | -7 |
| COc1ccc(-c2cc3c(n(C)c2=O)CCN(C(=O)C2CCCO2)C3)c2ccc(C)nc12 (stereo not given) | -5 | 17 | -11 |
| O=c1oc2ccccc2n1CN1CCCC(c2nc3ccccc3s2)C1 (stereo not given) | / | 2 | 2 |
| CC(=O)c1ccc(NS(=O)(=O)c2ccc3c(c2)C(C)C(=O)N3)cc1 (stereo not given) | / | 3 | -6 |
| Cc1cccc(NC(=O)C2CCN(CCn3nc(C)cc3C)CC2)n1 | / | -5 | -8 |
| C=CCn1c(SCc2cc([N+](=O)[O-])cc3c2OCOC3)nnc1C1CCCCC1 | / | -2 | -5 |
| N#CC1C(=N)Oc2n[nH]c(-c3ccccc3)c2C1c1ccc2c(c1)OCO2 (stereo not given) | -4 | 16 | -4 |
| CCOC(=O)C(NC(=O)Nc1ccccc1F)(OC)C(F)(F)F (stereo not given) | / | 10 | -7 |
| CCN(CC)S(=O)(=O)c1ccc2c(c1)nc(SCc1cc(F)c(F)c(F)c1)n2Cc1ccco1 | -2 | 24 | -3 |
| COCCN(CC(=O)N(CCc1ccccc1)Cc1ccc(C)o1)C(=O)NC(C)(C)C | -1 | 0 | 1 |
| CCN1CC(c2nc3ccccc3n2Cc2cc(C)ccc2C)CC1=O (stereo not given) | -7 | 0 | -5 |
| NCc1ccccc1-c1ccc(CN2CCCC2=O)cc1 | / | 2 | -5 |
| Cc1c(Cl)c(C(F)(F)F)nn1CC(=O)N1CCCCC1 | / | 13 | -3 |
| CC(C)OCc1ccc(C(=O)N2CCC(C(=O)O)CC2)cc1 | / | -1 | -1 |
| COc1ccc(N2CCN(c3cc(C(=O)NCCC4=CCCCC4)c4ccccc4n3)CC2)cc1 | -5 | 22 | -2 |
| Cc1ccccc1CNC(=O)CN(C)Cc1ccco1 | / | 9 | -10 |

Limited to hcGAS lum (five entries from above):
SMILES,hcGAS lum
NCc1ccccc1-c1ccc(CN2CCCC2=O)cc1,-5
CCCCCc1ccc(C(=O)Nc2nnc(SC(CC)C(=O)OCC)s2)cc1 (stereo not given),-7
COc1ccccc1NC(=O)Cn1c(-c2nnc(C(C)C)o2)cc2ccccc21,-3
O=C(NCc1ccc(Br)s1)c1cccc(Nc2ncccn2)c1,-6
CCCN(CC(=O)N(Cc1ccco1)Cc1cccn1C)C(=O)C(c1ccccc1)c1ccccc1,-11

More compounds.
| SMILES | mcGAS lum | NPYLR7 ag | hcGAS lum |
| --- | --- | --- | --- |
| CCOC(=O)Nc1ccc2c(c1)NC(=O)CC2c1cc(C(C)C)no1 (stereo not given) | / | 13 | -3 |
| O=C(NCCOc1ccccc1)C1CCC(=O)N(Cc2ccccn2)C1 (stereo not given) | / | 2 | -4 |
| COc1cc(C(=O)Nc2c3c(nn2-c2cccc(C)c2C)CS(=O)C3)cc(OC)c1OC (stereo not given) | / | -4 | -2 |
| O=C(NC(Cc1ccccc1)c1ccccc1)C1CCN(c2nc(Cc3ccc(Cl)cc3)ns2)CC1 (stereo not given) | -4 | 0 | -9 |
| CN1CCN(NC(=S)Nc2ccc(Cl)c(F)c2)CC1 | / | 0 | -13 |
| COc1ccccc1CN(CCC(C)C)CC(O)COc1ccc(Cl)cc1 (stereo not given) | -5 | 18 | -3 |
| Cc1nc2cc(OCc3cc(C(=O)NC(C)c4cn(C)nc4C)no3)ccc2s1 (stereo not given) | -6 | 8 | -8 |
| Cc1ccc(C)c2sc(N3CCN(C(=O)C4CC4)CC3)nc12 | -9 | 0 | -5 |
| COc1cccc(C(=O)Nc2ccc(-n3nc(OC)nc3-c3cccc(C(F)(F)F)c3)cc2)c1 | -10 | 19 | -7 |
| CC(C)(C)n1cc(CNCCNC(=O)Cc2ccccc2)cn1 | / | 0 | -17 |
| Cc1cc(C)n(CCCNC(=O)c2nc3ccccc3[nH]c2=O)n1 | / | 19 | -11 |
| CC1CC(=NNC(=O)c2cccs2)CC(C)(C)C1 (stereo not given) | / | -6 | -11 |
| CC(C)CCN(CC(=O)Nc1cc(C(C)(C)C)nn1-c1ccc(Cl)cc1)C(=O)Nc1cccc(Cl)c1 | -5 | 18 | -14 |
| CC1CN(CC(=O)Nc2ccccc2Sc2ccccc2)CCO1 (stereo not given) | / | -3 | 0 |
| C#CCN1C(=O)[C@]2(C)[C@H](c3ccccc31)[C@@H](C(=O)NC)CN2C(=O)OCC(C)C | -7 | 2 | -8 |
| COC(=O)CC1(NC(=O)C2CC(=O)N(c3ccc(F)cc3F)C2)CCCCC1 (stereo not given) | / | 6 | -8 |
| O/N=C1/CCN(Cc2ccccc2)C1 | / | -4 | -5 |
| CC(NC(=O)CN1CCN(C2CCCC2)CC1)c1ccco1 (stereo not given) | / | 11 | -8 |
| Cc1ccc(C(C(=O)O)N2CCN(S(=O)(=O)c3ccc(F)cc3)CC2)cc1 (stereo not given) | / | 9 | -1 |
| C[C@@H]1CCC2[C@]3(C)COC(C)(C)O[C@H]3CC[C@]2(C)[C@@]12CCC1(COC(=O)C1)O2 (stereo not given in full) | -4 | 4 | 0 |
| O=C(C(NS(=O)(=O)c1ccccc1)C1CCN(S(=O)(=O)c2ccc(Cl)cc2)CC1)N1CCOCC1 (stereo not given) | -3 | -1 | -3 |
| O=C(Nc1ccc(Oc2cccnc2)cc1)C1CCCCN1CCc1ccccc1 (stereo not given) | -10 | 15 | -8 |
| Cc1ccc(Nc2nc(N3CC(C)OC(C)C3)nc3nccnc23)c(C)c1 (stereo not given) | / | 5 | -1 |
| O=C1c2ccccc2C(=O)N1CNc1ccc(Cl)c(Cl)c1 | / | -1 | 6 |
| CCCc1nc2nc3c(cn2n1)C(=O)CC(C)C3 (stereo not given) | -5 | 0 | 0 |
| O=C1CN(S(=O)(=O)c2ccccc2)CC(Cn2c3ccccc3c3ccccc32)O1 (stereo not given) | 10 | 1 | -1 |
| Cc1cc(=O)n2nc(CSc3nnc(C)n3C3CC3)sc2n1 | / | 3 | -8 |
| CC(C)CCNc1nc(Nc2ccccc2)c2cnn(-c3ccccc3)c2n1 | -8 | 1 | -9 |
| CCn1c2ccccc2c2nnc(SCCO)nc21 | 0 | 1 | 9 |
| Cc1ccc(NC(=O)Cn2nc(C)c3cnn(-c4ccc(F)cc4)c3c2=O)c(C)c1 | / | 8 | -9 |
| CSc1ccccc1C(=O)N(C)CC1CCN(CCc2ccc(F)cc2)CC1 | -9 | 3 | -4 |
| Cc1cc(C)c(C=C(C#N)S(=O)(=O)c2cc(Br)ccc2Br)c(C)c1 | / | 10 | -5 |
| CC1CCc2c(C(=O)NCCCN3C(C)CCCC3C)csc2C1 (stereo not given) | -4 | / | 1 |
| Fc1cccc(-c2nccn2Cc2noc(Cc3ccccc3)n2)c1 | / | 33 | -6 |
| COc1cccc(-c2nnc(NC(=O)C(Cc3ccccc3)NC(=O)Nc3c(Cl)cccc3Cl)s2)c1 (stereo not given) | -2 | 3 | -7 |
| CN1CCCCC1C(=O)N1CCC(CCOc2ccccc2)(C(=O)O)CC1 (stereo not given) | -15 | / | -4 |
| O=C(NCCNc1nc(-c2cccs2)nc2cc(Cl)ccc12)Nc1ccc(Cl)cc1Cl | -3 | 4 | -4 |
| O=C(O)CC1CC(c2ccccc2)=NO1 (stereo not given) | -3 | -10 | -2 |
| Cc1cc(=O)n2c3ccccc3n(CC(O)CCl)c2c1C#N (stereo not given) | -3 | 7 | -10 |
| CCCCc1cn(CC2CCN(C(=O)c3sc(C)nc3C)CC2)nn1 | -19 | 3 | -9 |
| CC1(C)C[C@@H]2C[C@@](C)(CN2C(=O)Nc2cnns2)C1 | 0 | / | 2 |
| O=c1cc(CN2CCN(S(=O)(=O)c3ccc(Cl)cc3)CC2)occ1OCc1ccccc1Cl | -6 | 3 | -5 |
| O=C(NCc1nnc2n1CCCC2)NC1CCCCc2ccccc21 (stereo not given) | -13 | 7 | -6 |
| CCOC(=O)C1CCCN(C(=O)c2ccc(CSc3nc(-c4ccccc4)cc(N(C)C)n3)cc2)C1 (stereo not given) | -4 | 16 | -6 |
| CN(C)S(=O)(=O)c1ccc(Sc2ccccc2)c(CO)c1 | / | 10 | -2 |
| Cc1cc(Cl)cc(C)c1Oc1ccc(Cl)cc1NC(=O)C(C)S(C)(=O)=O (stereo not given) | / | 4 | -8 |
| O=C(O)CN1C(=O)/C(=C\c2cc([N+](=O)[O-])cc(Br)c2O)SC1=S | 67* | 81* | 51* |
| Cn1ccc(NC(=O)CCCN2CCN(c3ccccc3)CC2)n1 | / | 20 | -5 |
| COc1ncccc1CN1CCC(CNC(=O)c2ccncc2)C1 (stereo not given) | -12 | 4 | -9 |
| CC1(Cc2ccc(F)cc2)C(=O)Nc2cc(Cl)cc(Cl)c21 (stereo not given) | -1 | 0 | -5 |
| O=C(CSc1nnnn1C1CCCC1)c1ccc(CC(=O)N2CCOCC2)s1 | / | 9 | -8 |
| O=C(CC(C(=O)O)c1ccccc1)NNC(=O)c1ccc(F)cc1 (stereo not given) | / | 8 | -12 |
| COc1cc(CNC(=O)c2cccc(Cn3cccn3)c2)ccc1O | / | 4 | -6 |
| COCCN(CC(=O)N(Cc1ccc(F)cc1)Cc1ccco1)S(=O)(=O)c1c(C)cc(C)cc1C | -5 | 1 | -1 |
| COc1ccc(-c2nnc(SCC(=O)N3CCOCC3)n2-c2ccc(C)cc2)cc1 | -5 | 9 | 1 |
| Cc1ccc2nc(CNc3nc(-c4ccccc4)nc4c3CCNC4)cn2c1 | -8 | 1 | 0 |
| CCCCN(Cc1cccn1Cc1ccc(Br)cc1)C(=O)CN(CCCOCC)S(=O)(=O)c1cccc2cccnc12 | -5 | / | -13 |
